Mdm2 MdmX PPI = inhibitors of human Mdm2-MdmX association, primary screen, cell-based, luminescence, split luciferase, SaOS-2, uHTS; Protein Mdm4 (Homo sapiens) + E3 ubiquitin-protein ligase Mdm2 (Homo sapiens), …; SaOS-2 split-luciferase Mdm2/MdmX complementation; inhibition, % at 8 µM; actives 3% (n = 330,000);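 active = inhibition of at least 50% at 8 µM in the primary screen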
NALP3 yeast inh = NALP3 inflammasome inhibitors in reconstituted yeast, primary screen, luminescence, uHTS; AID 2825, 2010; Yeast reconstituted NLRP3/ASC/caspase-1, beta-gal luminescence, 24 h; inhibition, % at 10 µM; actives 0.39% (n = 330,000);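 active = inhibition of 50% or more; inactive = inhibition below 50%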;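 also: plate controls were induced DMSO wells for no effect and uninduced yeast grown without galactose for full effect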
TIM10 inh = growth inhibitors of isogenic TIM10 control yeast, primary screen, counter-screen for tim10-1 yeast inhibitor project, luminescence, uHTS; actives 1.4% (n = 330,000); AID 463195, 2010; S. cerevisiae TIM10 strain growth, BacTiter-Glo luminescence, 24 h; inhibition, % at 10 µM;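 active = inhibition of 40% or more at the single tested concentration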;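 also: wild-type TIM10 isogenic control strain grown at permissive 25 °C; 0% = DMSO yeast wells and 100% = minimal medium wells without yeast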
UPR CHOP act = activators of apoptotic CHOP UPR arm, primary screen, cell-based, CHO-CHOP luciferase reporter, luminescence, uHTS; UPR activation; percent of tunicamycin response over DMSO baseline; activation, % at 10 µM; actives 0.34% (n = 330,000); AID 449763, 2010;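 active = at 10 µM dose, activation of 40% or more, normalized to positive control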;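 also: 100% = tunicamycin at 10 µg/mL and 0% = DMSO alone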
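Assay system: CHO cells with stable CHOP pathway luciferase reporter; Buffer or medium: F12 plus 10% serum; Times: 16-18 h cell attachment, then 6 h compound exposure, 37 °C; Signal: luciferase luminescence; Read-out basis: percent activation relative to tunicamycin control; Control set: tunicamycin high control, DMSO low control.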
UPR XBP1 act = activators of adaptive XBP1 UPR arm, primary screen, cell-based, CHO-XBP1 luciferase reporter, luminescence, uHTS | AID 463104, 2010 | IRE1-XBP1 UPR activation; percent of tunicamycin response, DMSO as zero | activation, % at 20 µM | actives 0.33% (n = 330,000);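 active = versus positive control, 20 µM dose yields 30% or more activation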;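 also: 100% = tunicamycin at 10 µg/mL and 0% = DMSO only wells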
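Material: IRE1-XBP1 luciferase reporter CHO line / Quantity: one thousand reporter cells per well / Buffer or medium: F12 with 10% serum / Compound: 20 µM single concentration, DMSO 1% / Times: 6 h treatment, 37 °C / Detection: Steady-Glo luciferase glow luminescence, 10 min after reagent addition / Benchmarks: tunicamycin high, DMSO low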
NR3A LBD binder = binders of NR3A ligand-binding domain, primary screen, biophysical, differential scanning fluorimetry, uHTS. AID 1259313, 2017. Tm shift relative to glycine control, % at 25 µM. Glutamate receptor ionotropic, NMDA 3A (GRIN3A) ligand-binding domain. NR3A LBD differential scanning fluorimetry, Tm shift; 0% = protein alone, 100% = glycine-bound protein. actives 2.5% (n = 340,000);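 active = melting temperature shift of at least 10% of the positive control shift, at one fixed dose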
APJ agonist = agonists of human apelin receptor APJ, primary screen, CHO-K1 cells, PathHunter beta-arrestin, luminescence; activation, % at 20 µM; actives 0.11% (n = 330,000); 0% DMSO wells, 100% apelin; P35414;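 active = activation more than six SD over the plate average, tested at 20 µM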;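 also: 0% = DMSO alone and 100% = apelin-13 at 10 nM; some results filed as inactive read as strong as hits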
Target sequence (P35414 whole entry, looked up): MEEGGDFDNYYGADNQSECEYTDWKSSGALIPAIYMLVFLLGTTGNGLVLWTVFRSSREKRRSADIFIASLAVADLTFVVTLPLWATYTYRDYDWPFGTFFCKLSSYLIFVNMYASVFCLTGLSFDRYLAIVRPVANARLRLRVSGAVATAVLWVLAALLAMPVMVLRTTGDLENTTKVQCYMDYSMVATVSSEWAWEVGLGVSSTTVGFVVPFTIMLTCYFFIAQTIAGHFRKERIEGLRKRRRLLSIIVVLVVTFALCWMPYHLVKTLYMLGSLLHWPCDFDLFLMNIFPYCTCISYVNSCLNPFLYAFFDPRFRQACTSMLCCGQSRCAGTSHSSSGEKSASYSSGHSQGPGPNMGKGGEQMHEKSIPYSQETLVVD
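Assay system: engineered CHO-K1 APJ arrestin reporter cells; Amount: 1000 CHO-K1 reporter cells seeded per well; Dosing: one dose, 20 µM compound, 1% DMSO; Times: compound stimulation 90 min at 25 °C, detection 60 min; Measured by: luminescent beta-gal fragment complementation, chemiluminescent substrate; Read-out: APJ–arrestin association signal; Controls: DMSO vs Apelin-13 10 nM.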
tim10-1 inh = growth inhibitors of tim10-1 mutant yeast, primary screen, luminescence, uHTS; actives 2.2% (n = 330,000); inhibition, % at 20 µM; AID 463190, 2010; S. cerevisiae tim10-1 ts strain growth, BacTiter-Glo, 24 h;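 active = inhibition of at least 40%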;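 also: mutant grown at 25 °C; 0% = DMSO wells with yeast and 100% = wells holding no yeast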
tim23-1 inh = growth inhibitors of tim23-1 mutant yeast, primary screen, luminescence, uHTS. S. cerevisiae tim23-1 growth, BacTiter-Glo luminescence, 24 h. inhibition, % at 20 µM. actives 1.3% (n = 330,000). AID 463212, 2010;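 active = growth inhibition of the mutant yeast at or above 50%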;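 also: temperature-sensitive mutant grown at 25 °C; plate controls were DMSO-treated mutant yeast for no effect and medium wells lacking yeast for full effect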
* hit, by the source's call. Rows were taken by chance; 8.2% or so of the library scored in one or more.

SMILES	Mdm2 MdmX PPI	NALP3 yeast inh	TIM10 inh	UPR CHOP act	UPR XBP1 act	NR3A LBD binder	APJ agonist	tim10-1 inh	tim23-1 inh
COc1ccc(CNC(=O)COC(=O)c2ccccc2C(=O)c2ccccc2)cc1	11.8	26.3	-4.7	-1.3	-2.9	-0.9	-2.4	-27.1	30.2
Nc1ncnc(Nc2c(F)cccc2F)n1	7.7	15.0	-12.8	0.7	-4.4	1.9	2.0	-9.8	15.1
CC(=O)Nc1ccc(S(=O)(=O)Nc2ccc3c(c2)OCCO3)cc1Cl	15.4	14.9	-17.4	-1.3	-3.7	1.5	-0.1	-7.1	-5.4
Cc1cccc(NC(=O)c2cccs2)n1	14.0	17.1	-3.1	2.6	3.3	5.6	3.0	1.5	8.5
COc1cccc(C(=O)N/N=C/c2cn[nH]c2-c2ccc(OC)cc2OC)c1	5.7	10.4	-0.8	1.0	-1.8	-1.4	-1.0	-1.7	0.0
CC(Oc1ccccc1F)C(=O)/C=C/N(C)C (stereo not drawn)	1.4	6.7	-9.3	-1.3	-1.8	-0.1	1.0	24.5	-2.8
Cc1cccc(Cc2nnc(CCC(=O)NCc3ccncc3C)o2)c1	12.2	22.6	3.5	0.5	-2.8	0.3	-0.9	5.8	-3.1
Cc1nc2[nH]c(=O)c3c(n2n1)NC1=C(C(=O)CC(C)(C)C1)C3c1ccc(F)cc1 (stereo not drawn)	8.0	-13.7	-0.2	-0.2	-1.6	-3.1	-1.0	9.3	-3.1
c1ccc(-n2c(Cc3cn4ccsc4n3)nnc2N2CCOCC2)cc1	-13.3	0.0	11.8	-1.1	-0.7	1.5	0.5	24.6	22.1
O=C(CNS(=O)(=O)c1ccc(Br)s1)Nc1ccc2c(c1)OCCO2	-16.1	20.2	8.4	1.8	-1.0	-1.5	-3.3	2.3	11.7
Cc1c(C(=O)Nc2nnc(C(F)(F)F)s2)oc2ccccc12	-25.8	8.5	4.4	16.4	4.6	-0.8	6.9	18.4	14.5
Cn1cc(C(=O)c2ccc(Cl)cc2)cc1-c1nc2ccccc2n1C	22.9	19.2	3.1	2.6	-1.8	-1.3	-1.1	23.0	64.0*
Nc1cc2nc3ccccc3oc-2cc1=O	11.5	28.3	-7.2	4.2	-2.3	-3.2	-0.1	11.8	21.1
Cc1ccc(F)cc1NS(=O)(=O)c1ccc(Cl)s1	14.0	-27.6	27.6	-1.1	-1.9	-2.9	-2.2	39.9	50.6*
CC1(C)CC(NC(=O)COc2ccc3ccccc3c2)CC(C)(C)N1	13.5	16.5	-5.4	-1.9	-5.5	0.9	-3.7	-3.5	-2.8
COc1ccc(-n2cc(C(=O)O)c3ccccc3c2=O)cc1	-11.7	22.0	1.7	-0.2	1.4	1.0	-3.5	-1.4	10.1
COc1ccc(CCN2C(=O)C3CC(C)=C(C)CC3C2=O)cc1OC (stereo not drawn)	-2.5	15.3	16.2	-0.2	-0.9	-0.9	-1.2	22.2	24.3
CN(C)C(=O)c1ccc(NC(=O)COC(=O)c2cc3c(s2)CCCCC3)cc1	-16.1	-2.8	11.0	0.7	-0.6	2.6	-2.8	11.1	31.0
Cc1ccc(-c2c(C(=O)NCc3ccc(F)cc3)oc(=O)c3ccccc23)cc1	-3.7	18.1	38.5	0.8	-1.8	14.4*	-0.8	35.9	43.0
COc1ccc(-c2nc(C#N)c(N3CCN(c4ccccc4)CC3)o2)cc1	-10.0	27.6	-9.0	-0.3	-1.2	2.6	-1.5	10.8	-6.2
O=C1CS/C(=N/N=C/c2ccccc2)N1Cc1ccco1	17.2	45.9	-9.4	4.8	-2.5	0.2	-0.3	-15.0	12.9
O=C(CSc1nnc(-c2ccc(S(=O)(=O)N3CCCC3)cc2)o1)NCC1CCCO1 (stereo not drawn)	26.4	23.4	-10.4	0.6	-2.8	-0.8	-1.9	-10.0	-8.5
O=c1[nH]cnc2c1C(c1ccc(Cl)cc1)c1c(nc[nH]c1=O)O2	-6.1	2.1	4.1	0.4	-3.0	-1.0	1.4	2.5	5.2
CC(C)[C@H](NC(=O)N1c2ccccc2NC(=O)[C@@H]1C(C)C)C(=O)N[C@@H](Cc1ccccc1)C(=O)O	-39.7	9.3	-3.3	1.1	-0.7	-1.8	-1.4	-4.9	-3.0
Cc1cccc(OCc2nnc(SCC(=O)N3c4ccccc4CCc4ccccc43)o2)c1	9.7	4.3	13.4	-1.3	-1.6	-3.5	-1.9	16.5	33.5
(next part)
SMILES	Mdm2 MdmX PPI	NALP3 yeast inh	TIM10 inh	UPR CHOP act	UPR XBP1 act	NR3A LBD binder	APJ agonist	tim10-1 inh	tim23-1 inh
CN(C)c1cc(-c2cccc(C(F)(F)F)c2)oc(=O)c1Cl	18.5	27.4	-20.9	2.5	0.5	-0.6	-0.4	-4.0	-17.1
CC(C)CNS(=O)(=O)c1cc(C(=O)OCC(=O)c2ccc3c(c2)OCCO3)c(Cl)cc1Cl	-15.6	9.6	8.5	0.8	0.8	-2.8	-1.7	27.9	10.4
CC(C)C[C@@H](CO)N1CCN(Cc2ccc([N+](=O)[O-])cc2)CCC1=O	-0.2	15.5	-13.7	-0.5	3.4	-2.7	-4.2	-7.3	-3.1
C=CCN=C1SC(C)(C)C(=O)N1S(=O)(=O)c1ccc(C)cc1	6.0	-8.9	19.1	-0.2	0.9	-1.1	-3.9	20.5	17.3
CCCn1c(N)c(C(=O)COC(=O)COc2ccc(Cl)c(C)c2)c(=O)n(C)c1=O	-3.3	2.1	14.0	-0.3	-2.6	-5.5	-3.9	24.3	27.1
COc1cccc(NC(=O)CN2CCN(CC(=O)Nc3ccccc3Cl)CC2)c1	13.1	5.8	-2.6	0.6	-3.0	1.7	-3.6	19.6	27.5
CC(C)OC(=O)CC(=O)CSc1nc2c(c(-c3cccs3)c1C#N)CCC2	33.2	7.5	24.8	0.4	4.1	2.4	-1.1	33.8	36.7
Cc1cccc(NS(=O)(=O)c2cccc(C(=O)N3CCN(C/C=C/c4ccccc4)CC3)c2)c1	6.9	12.7	-0.6	-1.3	-2.0	-5.4	-0.4	-6.3	1.3
CCOC(=O)c1ccc(NC(=O)CSCc2ccco2)cc1	8.5	15.7	21.0	0.5	-1.8	-2.0	-5.3	33.9	34.2
O=c1c2c3c(sc2ncn1Cc1ccc(F)cc1)CCC3	13.9	39.4	8.4	-1.1	-2.6	-2.7	2.8	12.6	-8.8
COc1cc(CNc2ccccc2SC)ccc1O	10.3	0.1	14.5	2.8	2.5	4.2	-1.5	12.2	2.8
Cn1ccnc1SCC(=O)Nc1ccc(SC(F)F)cc1	-27.5	5.1	-0.8	8.0	1.1	0.2	-0.6	13.7	10.2
Cc1c(NC(=O)c2cccc(-c3cc4ccccc4oc3=O)c2)cccc1-c1nc2ncccc2o1	30.7	19.6	13.9	0.5	0.6	2.5	1.0	-5.1	-7.5
O=C(COc1ccc(Cl)cc1Cl)Nc1ccc(Cl)cn1	-175.4	20.1	13.5	-0.7	-4.8	-7.7	-6.5	30.4	19.2
CCOc1ccccc1NC(=O)CSC1=C(C#N)C(c2ccco2)C(C(=O)Nc2nc3ccccc3s2)=C(C)N1 (stereo not drawn)	27.3	8.9	15.1	11.0	-2.1	-2.8	-0.5	16.2	-1.7
CC(C)NC(=O)/C(=C/c1ccco1)c1ccccc1	12.2	17.0	1.2	-0.3	-2.2	-2.6	2.9	20.5	16.5
COc1ccc(CCN2C(=O)CC(NNC(=O)c3ccc(F)cc3)C2=O)cc1OC (stereo not drawn)	-0.6	-2.0	4.9	0.8	-0.7	5.6	-3.8	5.7	5.6
COc1ccccc1N1CCN(/N=C\C(Br)=C\c2ccccc2)CC1	-48.6	8.0	7.0	4.3	-0.3	0.7	-2.4	39.5	28.9
C/C(=N/NC(=O)c1ccc(Br)o1)C(C)C	8.8	2.0	3.4	5.5	1.7	-6.4	2.1	5.2	2.9
COc1cccc(OCc2nnc(SC)n2C)c1	1.5	0.2	-13.1	3.8	0.3	0.0	-2.7	10.3	12.3
Cc1ccc(CCN2C(=O)c3ccccc3C2C(=O)NCc2cccnc2)cc1 (stereo not drawn)	4.4	1.6	-9.0	1.5	-0.2	-1.8	-1.8	5.0	6.2
CCCCC/C=N/NC(=O)c1[nH]c2ccc([N+](=O)[O-])cc2c1C	43.5	19.0	12.1	1.1	1.4	-11.1	0.4	31.7	40.3
CCN(CC(=O)Nc1ccc(OC)cc1)C(=O)CN1C(=O)NC(C)(c2ccc3ccccc3c2)C1=O (stereo not drawn)	12.5	5.6	9.7	2.9	-6.2	-1.2	-1.8	0.3	-5.5
Cc1cccc(NC(=S)N/N=C/c2ccc([N+](=O)[O-])s2)c1	67.1*	34.5	58.1*	18.5	7.7	5.6	-5.2	26.2	24.3
Clc1ccc(OCc2nc(-c3ccccn3)n[nH]2)cc1	19.6	25.2	13.5	0.9	5.6	-8.2	0.0	20.6	47.7
(further entries)
SMILES	Mdm2 MdmX PPI	NALP3 yeast inh	TIM10 inh	UPR CHOP act	UPR XBP1 act	NR3A LBD binder	APJ agonist	tim10-1 inh	tim23-1 inh
CC(=O)c1cccc(NC(=S)Nc2ccn(Cc3cccc4ccccc34)n2)c1	18.1	2.3	24.6	-1.5	-0.2	3.7	-0.1	11.3	22.3
Cc1ccc(S(=O)(=O)NC(=O)Nc2cc(C)no2)cc1	11.9	-3.3	1.9	-0.8	-4.0	1.3	1.1	-10.7	0.9
Oc1c(Br)cccc1/C=N/Nc1c(F)c(F)c(F)c(F)c1F	82.4*	12.6	20.8	0.5	0.7	5.6	1.9	30.2	9.8
O=C(CCCN1C(=O)/C(=C/c2cccs2)SC1=S)Nc1ccc(C(=O)O)cc1	30.8	4.0	16.7	1.9	-1.7	-3.0	-4.3	-1.9	17.4
COc1cccc(NC(=O)CN2C(=O)CSc3ccc(S(=O)(=O)N4CCOCC4)cc32)c1	21.1	3.4	5.8	0.4	-5.5	-0.5	5.2	2.4	-13.1
Cc1scc(C(=O)N/N=C/c2ccc(OCC(C)C)cc2)c1C	11.2	24.8	44.0*	0.0	-0.5	7.7	-0.1	16.9	29.6

Printed as active in Mdm2 MdmX PPI, among the entries above:
compound | Mdm2 MdmX PPI | NALP3 yeast inh | UPR XBP1 act | NR3A LBD binder
Cc1cccc(NC(=S)N/N=C/c2ccc([N+](=O)[O-])s2)c1 | 67.1* | 34.5 | 7.7 | 5.6
Oc1c(Br)cccc1/C=N/Nc1c(F)c(F)c(F)c(F)c1F | 82.4* | 12.6 | 0.7 | 5.6

Bioassay records (PubChem)
